High-throughput results (PubChem)
SRC3 TRFRET art – flags TR-FRET format artefacts in PPARgamma SRC-3 recruitment agonist screen; 99,000 compounds, 0.39% hits; TR-FRET ratio at 8 µM; TR-FRET artefact counter-screen, PPARgamma/SRC-3 format; active compounds read high; AID 1048; in the data active = TR-FRET ratio above about 2000; also: inactives centre near 1600; reference of the scale not given here
SRC1 TRFRET art – flags TR-FRET format artefacts in PPARgamma SRC-1 recruitment agonist screen; TR-FRET detection artefact counter-screen, emission ratio; active compounds read high; TR-FRET ratio at 8 µM; 99,000 compounds, 0.34% hits; in the data active = TR-FRET ratio above about 2300; also: inactives centre near 1800; reference of the scale not given here
* hit, by the source's call; & = joins results of further samples. An excerpt. The share of hits here may be higher or lower than overall.

item | canonical_smiles | SRC3 TRFRET art | SRC1 TRFRET art
1 | COc1ccc(N2CCN(C(=O)c3ccc(F)cc3)CC2)c([N+](=O)[O-])c1 | 1519 | 1820
2 | Cc1ccc(CNC(=O)/C=C/c2c(Cl)cccc2Cl)cc1 | 1579 | 2104
3 | O=C(/C=C/c1ccco1)Nc1ccccn1 | 1547 | 1806
4 | COc1ccc(CC2(CO)CCN(Cc3ccncc3)CC2)cc1 | 1427 | 1768
5 | CSc1ccc(CN2CCN(CC=C(C)C)C(CCO)C2)cc1 (stereo unspecified) | 1613 | 1974
6 | CC(C)(C)c1ccccc1OCCOCCNCc1ccccc1 | 1411 | 1995
7 | O=S(=O)(Nc1cccc(-c2ccc3nncn3n2)c1)c1ccc(Cl)s1 | 1596 | 1957
8 | CCCC(=O)NC(=S)Nc1ccccc1N1CCOCC1 | 1569 | 1897
9 | CC(C(=O)Nc1ccc(F)c(F)c1F)N(C)CC(=O)Nc1ccccc1Br (stereo unspecified) | 1713 | 1795
10 | C=CCn1c(COc2cccc(C)c2C)nnc1SCC(=O)N1CCN(c2ccccc2)CC1 | 1616 | 1619
11 | COC(=O)c1cc(C)sc1NC(=S)N1CCN(CCc2ccccc2)CC1 | 1563 | 1772
12 | COc1ccc(C(=O)Nc2nc(C)c3cc4c(cc3n2)OCO4)cc1 | 1584 | 2014
13 | COc1ccc(/C(O)=C/c2nc3ccc(C(=O)NCCc4cccc(C)c4)cc3[nH]c2=O)cc1OC | 1618 | 1715
14 | COC(=O)c1cn(NC(=O)c2ccncc2)c(=O)c2ccccc12 | 1429 | 2021
15 | Cc1cccc(C)c1NC(=O)C(c1cccc([N+](=O)[O-])c1)N(C)C(=O)c1ccccn1 (stereo unspecified) | 1452 | 1742
16 | Cc1occc1C(=O)NNS(=O)(=O)c1ccc(Cl)cc1 | 1628 | 1747
17 | CCCCOC(=O)c1ccc(NC(=O)C(=O)NCc2ccncc2)cc1 | 1811 | 1894
18 | O=S(=O)(Nc1nc2ccccc2nc1Nc1cccc(S(=O)(=O)N2CCCCC2)c1)c1ccccc1 | 1557 | 1450
19 | COc1ccc(/C=C/C(=O)OCC(=O)Nc2cc(C(N)=O)cc(C(N)=O)c2)cc1 | 1454 | 1838
20 | Clc1cccc(OCc2nc(-c3ccncc3)no2)c1 | 1542 | 1817
21 | O=C(NNC1CC(=O)N(c2ccc(Cl)cc2)C1=O)c1ccccc1Cl (stereo unspecified) | 1568 | 2071
22 | CCN1CCN(CC(=O)Nc2sc3c(c2C#N)CCC3)CC1 | 1447 | 1908
23 | Cc1cc(=O)oc2cc(NC(=O)c3cc([N+](=O)[O-])ccc3N3CCOCC3)ccc12 | 1541 | 1708
24 | O=C(NCc1ccc(F)cc1)c1ccc(S(=O)(=O)Nc2cccc(C(F)(F)F)c2)cc1 | 1679 | 1846
25 | Cc1onc(C(=O)N2CCN(c3ccccc3F)CC2)c1-c1ccccc1Cl | 1657 | 2031
26 | O=C(NC1CCN(Cc2ccccc2)CC1)C1CCCN(c2nnc(-n3cccc3)s2)C1 (stereo unspecified) | 1520 | 1727
27 | CCCCNC(=O)N1CCN(Cc2cccc(F)c2)CC1 | 1483 | 1651
28 | CCC12CN3CCN(CC(C3)/C1=N\NC(=O)c1ccc(Cl)cc1)C2 | 1492 | 1845
29 | c1cnc2c(c1)ccc1cccnc12 | 1625&1480 | 1905&1663
30 | COc1ccc(Cl)cc1-n1c(C)cc(C(=O)OCC(=O)N2CC(=O)Nc3ccccc32)c1C | 1591 | 1719
31 | COc1ccc(NC(=S)Nc2ccccc2C(F)(F)F)cc1 | 1590 | 1678
32 | O=C(C1=C[C@@H](c2coc3ccccc3c2=O)C[C@@H](OCc2ccc(CO)cc2)O1)N1CCCCCCC1 | 1605 | 1670
33 | Fc1ccc(Nc2c3c(nc4ccccc24)CCC3)cc1 | 1552 | 1623
34 | C=CCn1c(=O)/c(=C2/Sc3cc(OC)ccc3N2C)s/c1=C1\C(=O)N(CC)C(=S)N1C | 1653 | 1371
35 | O=C(/C=C/c1ccc2c(c1)OCO2)Nc1ccc(Cl)cn1 | 1682 | 1639
36 | O=C(Nc1cccc(C(F)(F)F)c1)C(=O)N1CCCCC1 | 1551 | 1761
37 | O=C(CN1CCCCCC1)Nc1cc(C(F)(F)F)ccc1Cl | 1518 | 1694
38 | COc1cc(S(=O)(=O)n2cnc(C)c2)ccc1Br | 1560 | 1656
39 | CN(C)S(=O)(=O)c1cccc(NC(=O)COC(=O)COc2ccccc2[N+](=O)[O-])c1 | 1677 | 1844
40 | Cc1ccc(/C=C/C(=O)NCc2ccco2)o1 | 1673 | 1725
41 | Cc1ccc(CNC(=O)NCc2ccccc2)cc1 | 1384 | 1652
42 | Cc1ccc(C(=O)COC(=O)CCN2C(=O)C3C4CC(C(Br)C4Br)C3C2=O)cc1 (stereo unspecified) | 1591 | 1939
43 | O=C(CSc1n[nH]c(=O)[nH]c1=O)Nc1ccc(C(=O)O)cc1 | 1536 | 1596
44 | COc1ccc(N2C(=O)c3ccccc3C2=O)cc1 | 1403 | 1634
45 | CC1CN(C(=O)N2c3ccccc3Sc3ccccc32)CC(C)O1 (stereo unspecified) | 1550 | 1907
46 | O=C(NCc1ccco1)c1c(F)c(F)c(F)c(C(=O)NCc2ccco2)c1F | 1518 | 1663
47 | CCN(CC)c1ccc(/C=C(\C#N)C(=O)c2ccc(Br)cc2)cc1 | 1382 | 1722
48 | Cc1ccc(Cl)cc1N1CCN(C(=O)Cc2csc(Nc3nc(=S)[nH]c4ccccc34)n2)CC1 | 1556 | 1931
49 | Cc1ccc(S(=O)(=O)N2CCN(S(=O)(=O)N3CCCCCC3)CC2)cc1 | 1588 | 1621
50 | Cc1nn(CC#N)c(=O)n1-c1ccc(Cl)cc1 | 1672 | 1947
51 | CCn1cc(C2=NOC(C(=O)Nc3c(C)nn(Cc4ccc(F)cc4)c3C)C2)c(C)n1 (stereo unspecified) | 1361 | 1676
52 | C=C(C)CN(CC)C(=O)CSc1nc(O)cc(=O)n1C1CCCC1 | 1554 | 1720
53 | CCOC(=O)c1cc2c(nc1C)-c1cc(Cl)cc(Cl)c1OC2O (stereo unspecified) | 1510 | 1905
54 | CCOC(=O)c1c(C2CC2)csc1NC(=O)COC(=O)c1cnc(Cl)c(Cl)c1 | 1436 | 1825
55 | CCn1nc(C(=O)OCC(=O)NC(C)C)c2ccccc2c1=O | 1349 | 1765
56 | COc1ccc(C(=O)N/N=C/C(Br)=C/c2ccccc2)cc1 | 1495 | 1763
57 | COc1ccc(NC(=O)CSc2nnc(-c3ccncc3)n2C)cc1 | 1446 | 1797
58 | COc1cc(NC(C)CCCN)c2ncccc2c1Oc1ccccc1 (stereo unspecified) | 1571 | 2016
59 | Cc1cc(Nc2cccc(Cl)c2C)n2ncnc2n1 | 1582 | 1929
60 | O=C(COC(=O)c1cc(Br)ccc1Cl)NC(=O)NCc1ccccc1 | 1513 | 1788

Given screen by screen: entries from further up.
37) O=C(CN1CCCCCC1)Nc1cc(C(F)(F)F)ccc1Cl
38) COc1cc(S(=O)(=O)n2cnc(C)c2)ccc1Br

assay / compound	37	38
SRC3 TRFRET art	1518	1560
SRC1 TRFRET art	1694	1656

(cont.)
item | canonical_smiles | SRC3 TRFRET art | SRC1 TRFRET art
61 | CC(=O)c1ccc(S(=O)(=O)Nc2cccc(-c3cn4c(n3)SCC4)c2)cc1 | 1531 | 1868
62 | COc1cc(CN2CCN(Cc3ccc(SC)cc3)CC2)cc(OC)c1O | 1527 | 1461
63 | Cc1[nH]nc(N)c1N=Nc1ccc(Br)cc1 | 1527 | 1764
64 | CC(C)c1ccc(OCC(=O)NC2=NCCS2)cc1 | 1697 | 1841
65 | CCOc1cc(CO)cc(Br)c1OCC(=O)Nc1ccccc1C | 1418 | 1649
66 | N#CCCN(C(=O)COC(=O)c1cccc(S(=O)(=O)Nc2ccc([N+](=O)[O-])cc2)c1)c1ccccc1 | 1623 | 1680
67 | CC(=O)c1ccc(N2CCN(C(=O)Nc3cccc(F)c3)CC2)cc1 | 1554 | 1486
68 | O=C(COC(=O)c1ccccc1Cl)NC(=O)NCc1ccccc1 | 1444 | 1626
69 | Cc1ccc(C2=Nc3ccccc3N=C(c3ccc([N+](=O)[O-])cc3)C2)c(O)c1 | 1336 | 1677
70 | Cc1ccc(CC(CC(=O)Nc2cccc(C(F)(F)F)c2)C(=O)O)cc1 (stereo unspecified) | 1609 | 1631
71 | CCCCN(C(=N)N1CCCCC1)c1nc(C)c([N+](=O)[O-])c(=O)[nH]1 | 1720 | 1827
72 | CCOC(=O)N1CCN(C(=O)C2CCN(Cc3ccc(O)c(OCC)c3)CC2)CC1 | 1620 | 1787
73 | Cc1cc(NS(=O)(=O)c2ccc(NC(=S)NC(=O)c3cccc(S(=O)(=O)N(C)C)c3)cc2)no1 | 1614 | 1739
74 | COc1ccc(C(=O)NCC(=O)OCC(=O)N2CCCc3ccccc32)cc1 | 1516 | 1845
75 | COc1ccc(-c2noc(C(=O)NCc3ccc(F)cc3)n2)cc1OC | 1549 | 1635
76 | COc1ccc(S(=O)(=O)Nc2ccc(NC(C)=O)cc2)cc1Cl | 1688 | 1918
77 | Cc1c(C(C)C)c(=O)n(-c2ccc(S(=O)(=O)NC(C)C)cc2)n1C | 1829 | 1888
78 | O=C(NC1CCCC1)c1ncn[nH]1 | 1672 | 1883
79 | O=c1c2ccccc2nnn1COc1ccc(F)cc1Cl | 1511 | 1624
80 | CCCN(CCC)CCCNC(=O)CCNS(=O)(=O)c1ccc(Br)cc1 | 1676 | 1993
81 | C=CCN(c1ccccc1Cl)S(=O)(=O)c1cccc(C(=O)OCC(=O)N(C)C2CCS(=O)(=O)C2)c1 (stereo unspecified) | 1661 | 2230
82 | Cc1ccc[n+](C(C)C(=O)Nc2ccc([N+](=O)[O-])cc2C)c1 (stereo unspecified) | 1562 | 1678
83 | O=C(COC(=O)Cc1ccsc1)NC(c1ccccc1)c1ccccc1 | 1687 | 1896
84 | C/C(=N\Nc1ccc(C(F)(F)F)cc1[N+](=O)[O-])C1CC1 | 1582 | 2007
85 | Cc1ccc(NC(=O)c2cncc(Br)c2)cc1S(=O)(=O)N(C)C | 1573 | 1700
86 | CN(Cc1ccccc1)C(=S)NC(=O)c1ccccc1 | 1375 | 2088
87 | CCC1=NN(C(=O)COc2ccccc2)C(O)(c2ccc(Br)cc2)C1 (stereo unspecified) | 1756 | 1787
88 | COc1cc([N+](=O)[O-])ccc1NC(=O)Cc1ccc(C)cc1 | 1533 | 1823
89 | COC(=O)C1=C(C)N(c2ccc(OC)c(OC)c2)C(=O)C1 | 1718 | 1976
90 | CCNC(=O)OCC12CC3CC(CC(C3)C1)C2 | 1501 | 1859
91 | Fc1ccccc1/C=N/Nc1nc(N2CCCCC2)nc(N2CCCCC2)n1 | 1373 | 1677
92 | Cc1cc(C)cc(C(=O)N2CCN=C2SCc2ccc([N+](=O)[O-])cc2)c1 | 1676 | 1819
93 | CCCc1nc2oc3c(NCc4ccccn4)ncnc3c2c2c1COC(C)(C)C2 | 1591 | 1875
94 | N#CCC(=N)N1CCN(c2ccc(F)cc2)CC1 | 1483 | 1865
95 | Cc1ccc(/C=N/n2c(C)nc3ccccc3c2=O)o1 | 1382 | 2038
96 | CCOC(=O)NC(=S)Nc1cccc(NC(=S)NC(=O)OCC)c1 | 1463 | 1918
97 | Cc1nc(N2CCCCC2)sc1C(=O)c1cccc([N+](=O)[O-])c1 | 1698 | 1697
98 | CC(=O)N1C(C)c2ccccc2C(C)(C)CC12CCCCC2 (stereo unspecified) | 1300 | 1686

Molecules above that have an aryl methoxy group, in the order listed:
item | canonical_smiles | SRC3 TRFRET art | SRC1 TRFRET art
1 | COc1ccc(N2CCN(C(=O)c3ccc(F)cc3)CC2)c([N+](=O)[O-])c1 | 1519 | 1820
4 | COc1ccc(CC2(CO)CCN(Cc3ccncc3)CC2)cc1 | 1427 | 1768
12 | COc1ccc(C(=O)Nc2nc(C)c3cc4c(cc3n2)OCO4)cc1 | 1584 | 2014
13 | COc1ccc(/C(O)=C/c2nc3ccc(C(=O)NCCc4cccc(C)c4)cc3[nH]c2=O)cc1OC | 1618 | 1715
19 | COc1ccc(/C=C/C(=O)OCC(=O)Nc2cc(C(N)=O)cc(C(N)=O)c2)cc1 | 1454 | 1838
30 | COc1ccc(Cl)cc1-n1c(C)cc(C(=O)OCC(=O)N2CC(=O)Nc3ccccc32)c1C | 1591 | 1719
31 | COc1ccc(NC(=S)Nc2ccccc2C(F)(F)F)cc1 | 1590 | 1678
34 | C=CCn1c(=O)/c(=C2/Sc3cc(OC)ccc3N2C)s/c1=C1\C(=O)N(CC)C(=S)N1C | 1653 | 1371
38 | COc1cc(S(=O)(=O)n2cnc(C)c2)ccc1Br | 1560 | 1656
44 | COc1ccc(N2C(=O)c3ccccc3C2=O)cc1 | 1403 | 1634
56 | COc1ccc(C(=O)N/N=C/C(Br)=C/c2ccccc2)cc1 | 1495 | 1763
57 | COc1ccc(NC(=O)CSc2nnc(-c3ccncc3)n2C)cc1 | 1446 | 1797
58 | COc1cc(NC(C)CCCN)c2ncccc2c1Oc1ccccc1 (stereo unspecified) | 1571 | 2016
62 | COc1cc(CN2CCN(Cc3ccc(SC)cc3)CC2)cc(OC)c1O | 1527 | 1461
74 | COc1ccc(C(=O)NCC(=O)OCC(=O)N2CCCc3ccccc32)cc1 | 1516 | 1845
75 | COc1ccc(-c2noc(C(=O)NCc3ccc(F)cc3)n2)cc1OC | 1549 | 1635
76 | COc1ccc(S(=O)(=O)Nc2ccc(NC(C)=O)cc2)cc1Cl | 1688 | 1918
88 | COc1cc([N+](=O)[O-])ccc1NC(=O)Cc1ccc(C)cc1 | 1533 | 1823
89 | COC(=O)C1=C(C)N(c2ccc(OC)c(OC)c2)C(=O)C1 | 1718 | 1976
